# Screening data deposited in PubChem BioAssay by National Center for Advancing Translational Sciences (NCATS).
# PGK inhibitor – qHTS Assay to Find Inhibitors of Phosphoglycerate Kinase. Phosphoglycerate kinase, glycosomal (Trypanosoma brucei brucei), P07378. PGK/GAPDH coupled, Kinase-Glo luminescence, 60 min. Potency, µM (series often up to 57.5 µM), without a hit: at the top dose activity change, negative = inhibition, actives largely listed as inhibitors. hit rate 0.043% among 380,000; also: % is scaled to controls: 0 for no effect and ±100 for the full control effect; nearly all actives have a fitted effect of over 60% in size
#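 Recombinant glycosomal PGK reaction used 1,3-bisphosphoglycerate generated in-well by GAPDH (100nM final) in 100mM TEA pH 7.6, 5mM MgCl2, 0.01% Tween-20. After 60 minutes at room temperature, ATP was read by Kinase-Glo Plus luminescence end-point.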
# Pin1 inh – qHTS Assay to Find Inhibitors of Pin1; Pin1 FP peptide displacement, HiFluor488, 10 min; hit rate 0.009% among 390,000; Potency, µM (titrated, usually from 115 µM), inactives show at the highest dose activity, negative = inhibition, actives largely listed as inhibitors; Peptidyl-prolyl cis-trans isomerase NIMA-interacting 1 (Homo sapiens), Q13526; active = well fitted inhibition curve with a large enough effect in the polarisation, with a control signal flat, not every such curve was filed as active; inconclusive = small, poorly fitted or top-dose-only effect, or effect the other way, or a change in a side signal; inactive = no such curve, though single readings can be large or run the other way; the % refers to the polarisation; also: % is scaled to controls: 0 for no effect and ±100 for the full control effect
# TrxR1 inh – qHTS Assay for Inhibitors of Mammalian Selenoprotein Thioredoxin Reductase 1 (TrxR1): qHTS; recombinant rTrxR1, NADPH fluorescence consumption, selenite substrate; hit rate 1% among 390,000; Potency, µM (titrated, usually from 114 µM), inactives show at the top dose activity change, negative = inhibition, hits mostly inhibitors; Thioredoxin reductase 1, cytoplasmic (Rattus norvegicus), O89049; also: % is scaled to controls: 0 for no effect and ±100 for the full control effect; nearly all actives have a fitted effect of over 65% in size
#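 Rat TrxR1 (90 nM in the dispensed reagent) was pre-reduced with 400 uM NADPH for 5 min at room temperature, then incubated with compound for 15 min. After 400 uM selenite was added, NADPH fluorescence (Ex 340/Em 450 nm) was followed for 8 min.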
# ALOX12 inh – Primary qHTS assay for inhibitors of human arachidonate 12S-lipoxygenase (ALOX12): Round 2 | purified 12hLO, xylenol orange hydroperoxide absorbance | Potency, µM (series often up to 108 µM), without a hit: at the top dose activity change, negative = inhibition, hits mostly inhibitors | hit rate 1.1% among 580,000 | AID 1671190, 2021; also: % is scaled to controls: 0 for no effect and ±100 for the full control effect
#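 Purified human 12hLO (150 nM final) in 25 mM Hepes, 0.01% Triton X-100, pH 7.0 was preincubated 15 min at room temperature with compound. Then 40 uM arachidonic acid was added, 30 min. Hydroperoxide was read by Fe-XO absorbance ratio 573/405 nm.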
# ERG-DNA inh – qHTS for Small Molecule Inhibitors of the ERG Ets/DNA interaction | Transcriptional regulator ERG (Homo sapiens), P11308 | fluorescence polarization, His-ERG Ets domain / labelled DNA | Potency, µM (top dose mostly 76.9 µM), for the others: top-dose FP activity, negative = inhibition, most hits filed as inhibitors | hit rate 0.028% among 370,000 | AID 624246, 2012; active = well fitted inhibition curve with a large enough effect in the polarisation, with a control signal flat; inconclusive = small, poorly fitted or top-dose-only effect, or effect the other way, or a change in a side signal; inactive = no such curve, though single readings can be large or run the other way; the % refers to the polarisation;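 also: polarization taken with two DNA probes labelled with fluorescein and Texas red; % of control where 0% means no effect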
#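 His-tagged ERG Ets domain (1 uM in the protein solution; 300mM KCl, 50mM Tris-HCl, 1mM EDTA, 1mM DTT, pH 7.5) received compound, then a probe mix of 5 nM fluorescein-DNA and 100nM Texas-615-DNA. Fluorescence polarization was read for both dyes.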
# RGS4 inhibitor – Inhibitors of Regulator of G Protein Signaling (RGS) 4: qHTS; Regulator of G-protein signaling 4 (Homo sapiens), P49798; Transcreener GDP fluorescence polarization, RGS4-accelerated GTP hydrolysis; Potency, µM (top dose mostly 114 µM), inactives show top-dose activity change, negative = inhibition, hits mostly inhibitors; hit rate 0.039% among 390,000; also: % is scaled to controls: 0 for no effect and ±100 for the full control effect; nearly all actives have a fitted effect of over 75% in size; some results filed as inactive show a strong effect at the top dose
#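 MLSMR compounds (23 nl, pin-transferred) preincubated 10 min at room temperature with a 500nM (2x) first reagent, then RGS4 at 900nM (2x) plus Transcreener GDP mix added; fluorescence polarization (620/688 nm) read before and after 90 min at 30 °C.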
# HP1b chromo inh – HTS for Inhibitors of HP1-beta Chromodomain Interactions with Methylated Histone Tails | Potency, µM (highest dose often 114 µM), for inactives: at the top dose activity change, negative = inhibition, most hits filed as inhibitors | AlphaScreen HP1-beta / biotin-H3K9me3 peptide binding | Chromobox protein homolog 1 (Homo sapiens), P83916 | hit rate 0.56% among 390,000; also: nearly all actives have a fitted effect of over 70% in size; inactives centre near 23
#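 Compound inhibition of the preformed complex between 50 nM HP1-beta and 50 nM biotinylated H3K9me3 peptide was read by AlphaScreen. Buffer was PBS pH 7.4 with 0.01% Tween-20. Incubations ran 30 min at room temperature, with 10 ug/mL donor/acceptor beads.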
# GLS inhibitor – qHTS for Inhibitors of Glutaminase (GLS). Glutaminase kidney isoform, mitochondrial (Homo sapiens), O94925. GLS enzymatic activity, qHTS titration. Potency, µM (doses to about 45.5 µM), for inactives: top-dose activity change, negative = inhibition, hits mostly inhibitors. hit rate 0.21% among 410,000; also: % is scaled to controls: 0 for no effect and ±100 for the full control effect
#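 hKGA; 45 mM KH2PO4 pH 8.2 + 0.02% Tween-20; cpd via pin tool; 1 mM Gln soln; GluOx/HRP/Amplex Red; RT 30 min; fluor. t0 & final.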
# JMJD2A Tudor – qHTS Assay for Inhibitors of JMJD2A-Tudor Domain; AlphaScreen JMJD2A-Tudor / H3K4me3 peptide binding; Lysine-specific demethylase 4A (Homo sapiens), O75164; hit rate 4.4% among 390,000; Potency, µM (doses to about 114 µM), without a hit: top-dose activity change, negative = inhibition, usual class: inhibitors; also: % is scaled to controls: 0 for no effect and ±100 for the full control effect; nearly all actives have a fitted effect of over 50% in size
# Target sequence (O75164 whole entry, looked up, the tested form may be a part): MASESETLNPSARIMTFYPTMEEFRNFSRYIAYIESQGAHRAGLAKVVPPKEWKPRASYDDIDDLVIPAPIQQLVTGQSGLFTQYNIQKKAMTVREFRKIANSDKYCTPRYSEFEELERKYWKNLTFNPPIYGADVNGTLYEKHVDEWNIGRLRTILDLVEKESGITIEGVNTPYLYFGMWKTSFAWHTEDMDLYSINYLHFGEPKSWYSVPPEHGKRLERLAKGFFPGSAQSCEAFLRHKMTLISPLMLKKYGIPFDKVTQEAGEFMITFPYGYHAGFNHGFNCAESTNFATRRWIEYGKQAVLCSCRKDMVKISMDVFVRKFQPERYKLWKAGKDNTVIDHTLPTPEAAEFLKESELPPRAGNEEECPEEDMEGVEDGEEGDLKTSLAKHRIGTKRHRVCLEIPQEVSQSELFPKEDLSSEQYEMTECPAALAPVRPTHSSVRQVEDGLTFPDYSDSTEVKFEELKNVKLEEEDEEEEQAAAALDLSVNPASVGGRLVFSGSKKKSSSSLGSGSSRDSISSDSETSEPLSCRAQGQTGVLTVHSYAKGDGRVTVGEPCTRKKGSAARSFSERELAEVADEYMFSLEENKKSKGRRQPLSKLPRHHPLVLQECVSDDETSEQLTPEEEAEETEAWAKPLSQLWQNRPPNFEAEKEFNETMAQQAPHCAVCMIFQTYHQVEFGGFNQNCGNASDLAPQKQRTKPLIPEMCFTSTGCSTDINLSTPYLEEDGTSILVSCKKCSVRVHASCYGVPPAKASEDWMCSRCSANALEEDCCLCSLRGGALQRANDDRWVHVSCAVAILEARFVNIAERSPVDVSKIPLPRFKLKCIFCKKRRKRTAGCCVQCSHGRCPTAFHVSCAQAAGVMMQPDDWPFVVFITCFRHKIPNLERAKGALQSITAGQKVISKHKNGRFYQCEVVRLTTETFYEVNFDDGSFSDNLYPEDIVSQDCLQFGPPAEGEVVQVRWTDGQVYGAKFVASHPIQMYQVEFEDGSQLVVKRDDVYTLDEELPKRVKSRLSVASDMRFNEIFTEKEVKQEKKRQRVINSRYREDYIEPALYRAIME
# * hit, by the source's call; i = inactive; ? = inconclusive; . = not tested or not shown; & = joins results of further samples; [ ] = another dose, or the depositor's remark. Unless noted, calls follow the shape of the dose curve; as a rule, active = well fitted curve in the direction sought with a large enough effect; inconclusive = small, poorly fitted or top-dose-only effect, or another doubt; inactive = no such curve, though single readings can be large; an effect the other way counts as inactive or inconclusive. Potency is read from the fitted curve at half-maximal effect. An excerpt; the hit share may differ from the screen's.
SMILES,PGK inhibitor,Pin1 inh,TrxR1 inh,ALOX12 inh,ERG-DNA inh,RGS4 inhibitor,HP1b chromo inh,GLS inhibitor,JMJD2A Tudor
CSCCC(NC(=O)COc1ccccc1)C(=O)N1CCCCCC1 (centres undefined),5.3%,0.1%,16.1%,237.9%[activator],-2.6%,2.2%,44.5%[activator],0.5%,-13.9%
O=C1NN=C(CSc2n[nH]c(=S)s2)CS1,-12.0%,6.1%,?,?,9.9%,?,-34.8%,16.4%,17.8µM*
COc1ccc(/C=C2\CCCC3C2=NN(C(=O)CSc2n[nH]c(N)n2)C3c2ccc(OC)cc2)cc1 (centres undefined),i,7.3%,7.9%,-1.8%,1.4%,-12.9%,8.0%,8.4%,-14.5%
CC(C)(C)c1ccccc1OCC(=O)NCc1ccccc1,-4.4%,4.7%,5.9%,-0.3%,-11.5%,0.0%,39.9%[activator],-6.1%,2.7%
COc1cc(/C=N/NC(=O)c2cc(-c3cccc(Br)c3)nc3ccccc23)cc(OC)c1O,0.3%,-2.8%,-1.7%[57.1 µM],?,-1.4%,-39.0%,4.4%,?,-15.6%
Cc1ccc(CN2CCN(CC(=O)N=Nc3c(O)[nH]c4ccccc34)CC2)cc1,-0.1%,-0.9%,10.3%[57.1 µM],-25.4%,10.3%,-10.9%,3.0%,9.2%,-11.5%
Cn1ccnc1C(=O)c1ccc(S(=O)(=O)N2CCCC2)cc1,-11.2%,-6.2%,14.2%[57.1 µM],-6.2%,6.3%,13.8%,9.2%,4.0%,-7.6%
CN(c1ccc(C(=O)NC2CC2)cc1)S(=O)(=O)c1ccccc1,-1.2%,0.2%,-9.1%,0.0%,-6.8%,16.0%,21.9%,10.2%,-1.6%
O=C(Cn1[nH]c(=O)c2ccccc2c1=O)N1CCN(S(=O)(=O)c2ccc(Cl)cc2)CC1,i,-1.1%,19.1%,-7.4%,12.2%,7.5%,34.1%,2.6%,-11.1%
COc1ccc2c(c1)Cc1sc(NC(=O)c3ccc(Cl)cc3)nc1-2,-6.8%,-10.7%,17.1%,?,-1.7%,-43.8%,29.0%,6.1%,-4.5%
CCOC(=O)N1CCN(C(=O)c2ccc(Cl)c(S(=O)(=O)Nc3ccccc3)c2)CC1,-3.4%,-6.3%,16.5%[57.1 µM],0.0%,17.0%,5.6%,39.5%[activator],20.3%,-13.8%
CC(=O)Nc1cc2oc3ccccc3c2cc1[N+](=O)[O-],i,2.3%,10.5%[57.1 µM],5.0%,5.7%,-5.6%,11.2%,3.7%,-17.8%
CC(C)c1onc(C(=O)N2CCN(c3ccc(F)cc3)CC2)c1[N+](=O)[O-],-5.4%,-7.8%,11.7%,.,0.4%,-34.9%[56.9 µM],31.1%,-13.0%,?
COc1ccc(/C=C(/C#N)C(=O)Nc2ccc(O)cc2)cc1C(=O)O,i,-1.6%,-19.7%,-6.4%,-4.0%,-2.4%,19.0%,23.0%,-15.6%
COc1cc(-c2n[nH]c(=S)n2-c2cccc(C(F)(F)F)c2)cc(OC)c1OC,-2.3%,-1.7%,?,?,7.0%,-27.0%,13.0%,6.4%,89.1µM*
COc1cc(OC)cc(C(=O)NCC(=O)OCC(=O)N2CC(C)CC(C)C2)c1 (centres undefined),i,3.6%,14.9%,-12.6%,-4.5%,-9.4%,26.6%,-8.9%,-2.2%
COc1cc(/C=C(\C#N)C(=O)Nc2cccc3ncccc23)cc(OC)c1OC,i,29.9%,?,?,0.3%,-4.7%,14.9%,13.8%,-35.3%
Cc1cc(OCCCCN2C(=O)NC(C)(C)C2=O)ccc1[N+](=O)[O-],-11.6%,-0.6%,8.7%,-16.1%,-3.2%,-10.6%,45.0%[activator],-9.0%,-9.1%
CCOC(=O)C1=C(Nc2ccc(Cl)cc2)OCC1=O,17.3%,-0.4%,4.7%[57.1 µM],?,-4.7%,28.7%,8.3%,2.2%,-9.0%
COc1cc(/C=N/NC(=O)CCC(=O)NC2CCCCC2)ccc1C,-9.3%,4.9%,-1.7%,-3.4%,-2.8%,0.4%,24.0%,-8.2%,-12.1%
CC(C)CC(=O)N1CCN(Cc2ccc(C(F)(F)F)cc2)CC1,-8.6%,-5.1%,1.7%,-46.3%,16.5%,-12.7%,?,0.5%,28.2µM*
COc1ccc(-c2nnc(SCCC(=O)O)n2-c2ccccc2)cc1OC,-2.9%,0.6%,19.9%,16.2%,-0.8%,10.9%,20.3%,-1.5%,-14.6%
O=C(CCN1CCOCC1)Nc1cc(C(=O)Nc2ccccc2F)ccc1N1CC2CC(C1)c1cccc(=O)n1C2 (centres undefined),i,-4.2%,-0.2%,-16.6%,5.5%,-10.6%,36.6%,0.7%,-21.1%
Cc1ccc(S(=O)(=O)Nc2ccc(-n3c(C)nc4ccccc4c3=O)cc2)cc1,-10.4%,6.9%,12.5%,?,22.7%,-2.8%,9.0%,-4.7%,-15.9%
Cc1ccc(-c2noc(CSc3nnc(Cc4ccccc4)n3-c3cccc(C)c3)n2)cc1,-10.0%&-7.4%,10.2%&6.9%,16.6%&7.8%,-24.7%&-19.8%,1.1%&-0.6%,-21.2%&38.8%,10.4%&18.4%,-7.4%&0.2%,-20.8%&-19.2%
O=C1C(=O)N(Cc2cccnc2)C(c2ccccn2)/C1=C(/O)c1ccccc1 (centres undefined),0.0%,-3.1%,-16.2%,0.0%,-3.5%,24.1%,5.1%,15.9%,?
CC1Cc2ccccc2N1S(=O)(=O)c1cnc(Cl)c(Cl)c1 (centres undefined),-16.9%,2.5%,2.9%,41.7%[activator],5.0%,0.6%,113.8%[activator],-2.2%,72.6%[activator]
COc1ccc(-n2nc3c(c2NC(=O)C2CC(=O)N(c4ccccc4)C2)CS(=O)(=O)C3)cc1 (centres undefined),-2.0%,5.4%,11.8%,7.0%,-19.9%,31.2%,21.2%,0.0%,-19.4%
Cc1ccc(S(=O)(=O)N2CCOCC2)cc1NC(=O)CNCC1CCCCC1,11.8%,6.6%,12.1%[57.1 µM],-20.1%,-7.0%,16.3%,-19.0%,5.6%,3.98µM*
COc1ccc(C2(C(N)=O)CCCCC2)cc1OC,-4.4%,-10.8%,20.7%,370.6%[activator],-3.3%,13.3%,20.1%,0.4%,-5.8%
COc1cccc(/C=C/C(=C2/C(=O)N(c3ccccc3)N=C2C)c2ccc(C)cc2)c1OC,-10.5%,-3.6%,-14.2%,-0.6%,-3.6%,7.4%,?,1.2%,?
COc1ccc(NC(=O)/C(C#N)=C/c2ncc([N+](=O)[O-])n2C)c(OC)c1,-6.8%,-0.4%,1.6%[57.1 µM],46.0%[activator],6.8%,-4.8%,16.1%,-3.5%,?
COc1ccc(C(=O)OCN2C(=O)c3ccccc3C2=O)cc1,-9.8%,-0.6%,9.3%[57.1 µM],-1.1%,8.3%,1.8%,0.5%,14.1%,-10.1%
COc1ccc(C(=O)NC(C(=O)N2CCN(c3ccccc3O)CC2)C(C)C)cc1 (centres undefined),i,5.2%,13.2%[57.1 µM],-26.6%,5.8%,-8.5%,26.6%,?,-11.2%
O=C(CSc1ccc2ccccc2c1)NCCCN1CCCC1=O,-6.3%,-3.0%,25.4%,?,-5.2%,-2.8%,47.1%[activator],-1.5%,5.9%
O=C(Nc1cccc2c1CCCC2)c1ccccc1F,i,-1.9%,8.8%[57.1 µM],0.0%,45.5%[activator],-17.9%,58.2%[activator],-4.2%,4.1%
CC1CCC(NC(=O)c2ccc3c(c2)N(Cc2ccccc2)C(=O)c2ccccc2S3(=O)=O)CC1 (centres undefined),.,9.3%,15.4%,0.0%,7.6%,-17.5%,19.3%,-13.6%,-12.5%
Cc1c(C(=O)C(=O)N2CCN(C)CC2)c2ccccc2n1C,3.4%,-0.9%,2.1%[57.1 µM],7.3%,2.3%,3.7%,15.5%,4.3%,-6.0%
O=C1NCN(C2CCCCC2)CN1,14.0%,-1.1%,16.8%,3.9%,-1.0%,11.5%,-26.2%,-17.9%,-10.3%

# Record cards, from the list above. Order of screens: PGK inhibitor | Pin1 inh | TrxR1 inh | ALOX12 inh | ERG-DNA inh | RGS4 inhibitor | HP1b chromo inh | GLS inhibitor | JMJD2A Tudor
# COc1ccc(C2(C(N)=O)CCCCC2)cc1OC in the list: -4.4% | -10.8% | 20.7% | 370.6%[activator] | -3.3% | 13.3% | 20.1% | 0.4% | -5.8%
# COc1cccc(/C=C/C(=C2/C(=O)N(c3ccccc3)N=C2C)c2ccc(C)cc2)c1OC in the list: -10.5% | -3.6% | -14.2% | -0.6% | -3.6% | 7.4% | ? | 1.2% | ?
